# MT stabilizer = microtubule stabilizers in HeLa cells. HeLa tubulin immunostaining HCS, 24 h; share of cells brighter than vehicle mean+2SD. % tubulin-high responders, % at 10 µM. 200,000 tested, 0.83% active;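 active = plate Z-score above 3 for both tubulin-high and condensed-nucleus cell shares, with cell loss under 80%, at 10 µM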;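 note: anti alpha tubulin signal scored within the nucleus-defined area of each cell; some results filed as inactive read as strong as hits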
# Autophagy HCS = autophagy modulation, high-content screen | MEF GFP-LC3 puncta imaging; test concentration mostly 10 µM | calls only at 10 µM (by protocol) | 190,000 tested, 0.98% active | AID 463193;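 active = percentage of spot-positive cells more than 3 SD above its plate mean, without a fluorescence outlier flag or 80% toxicity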;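 note: spot-positive cell cutoff set from DMSO-treated cells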
# Insulin prom up = MIN6 insulin promoter up-regulation | MIN6 insulin promoter-GFP reporter, high-content imaging; hits give high values | AID 1625 | 190,000 tested, 0.3% active | z-score at 5 µM;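 active = z-score above 3 at 5 µM with at least 500 cells counted in the well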
# bCat nuc transl = alters nuclear translocation of beta-catenin in HeLa cells. immunofluorescence imaging. nuclear translocation activity, % at 5 µM. 190,000 tested, 0.3% active;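 active = nuclear translocation activity above 50% at 5 µM, with a well cell count of 50 or more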;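 note: per-cell ratio of nuclear to cytoplasmic median beta-catenin stain intensity; plate controls were DMSO negative control for no effect and GSK-3 inhibitor IX positive control for full effect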
#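 test system = HeLa cells, endogenous beta-catenin | dosing = single 5 µM dose plus 0.02–20 µM confirmation series | times = compound treatment 24 h, 37°C, 5% CO2 | technique = beta-catenin immunofluorescence imaging with DAPI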
# Hep lipid drop = hepatic lipid droplet formation modulation | AID 1656 | inhibition, % at 6.5 µM | AML12 mouse hepatocytes, oleate lipid droplets, BODIPY imaging | 240,000 tested, 0.4% active;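 active = lipid droplet intensity inhibited by at least 50%, with more than 500 cells counted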
#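 Assay system: AML12 hepatocytes (mouse) / Also added: 100 µM oleic acid challenge / Times: overnight treatment with compound plus oleate / Detection: high-content imaging of BODIPY-stained droplets and DAPI nuclei / Evaluation: % inhibition of lipid droplet signal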
# Yfh1-depleted yeast = mitochondrial function rescue without frataxin homolog – Friedreich's ataxia, plus single-dose screen, dose response (AID 1465) | fold induction at 50 µM, or EC50 in µM where a hit was titrated | 220,000 tested, 0.074% active | S. cerevisiae Yfh1-off respiration, WST-1 reduction, 72 h; higher fold induction means a stronger effect;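 active = fold induction of absorbance versus untreated yeast above a set limit, then at least 30% activation at any dose in follow-up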;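 note: activators that raise dye reduction in frataxin-depleted yeast; strong numbers were not always called active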
# Dynein transport = dynein cargo transport inhibition. 3617.4 mouse cells, GR-EGFP nuclear translocation imaging; test concentration mostly 20 µM; stimulated with dexamethasone, 1 µM; hits give low values. z-score, hits read low. 220,000 tested, 0.47% active;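 active = plate z-score of nuclear minus cytoplasmic receptor signal below a set negative limit, without overly bright fluorescence or cell loss, cut at about -3.5 in these data, passing the limit was not always enough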;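 note: z-score of nuclear minus cytoplasmic ring GR-EGFP intensity difference per well; some compounds called inactive have numbers as strong as hits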
#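 Buffer or medium: Induction medium lacking tetracycline, stripped serum | Also added: Dexamethasone agonist, 1.0 µM final, for 30 min | Timing: 48 h induction, 1 h compound, 30 min dex at 37 °C | Detection: Formaldehyde fixation, Hoechst nuclear stain, 10x automated fluorescence imaging | Measure: Nuclear versus cytoplasmic GR-EGFP signal, averaged per well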
# HEK293 NOD2/NF-kB = inhibition of NOD2-driven NF-kB reporter – cell-based, luminescence, uHTS, HEK293 (AID 1566) | HEK293 NOD2/NF-kB luciferase reporter, luminescence; higher % means a stronger effect | one-dose inhibition, % at 4 µM; EC50 in µM for titrated hits | 290,000 tested, 0.63% active; in the data active = inhibition above about 50%; note: many of its hits are not listed in these tables
# WT yeast gro inh = growth inhibition of WT yeast, mitochondrial fusion screen; mitochondrial fusion phenotypic screen, WT strain; inhibition, % at 10 µM; 190,000 tested, 2.1% active; AID 1362; in the data active = inhibition above about 58%; tested in S. cerevisiae
# WT yeast gro inh mutant strain = second read-out of WT yeast gro inh, no call of its own (marks repeat the call); inhibition, %; mitochondrial fusion phenotypic screen, mutant strain inhibition
# Dynein transport cytoplasmic EGFP = recorded beside Dynein transport, whose call it bears; z-score; measured here: cytoplasmic GR-EGFP intensity; hits give high values
# Dynein transport nuclear GR-EGFP = recorded beside Dynein transport, whose call it bears; z-score; measured here: nuclear GR-EGFP intensity;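 lower value marks the stronger effect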
# Dynein transport cell count = also measured in Dynein transport; calls as there; z-score; measured here: cell count per field
# Insulin prom up cell count = further read-out of Insulin prom up, marked with its call; cell count; measured here: cytotoxicity, nuclei count;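 total cells summed across four imaged fields per well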
# Hep lipid drop cells 6.5 µM = recorded beside Hep lipid drop, whose call it bears; cell count; measured here: cell count, cytotoxicity flag;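 cells counted across two imaged fields per well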
# bCat nuc transl cell count 5 µM = recorded beside bCat nuc transl, whose call it bears; cell count; measured here: cell count, cytotoxicity flag
# MT stabilizer Hoechst-high % = recorded beside MT stabilizer, whose call it bears; % Hoechst-high responders; measured here: nuclear condensation Hoechst responders;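 share of cells brighter than vehicle mean plus two SD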
# MT stabilizer cytotoxicity % = also measured in MT stabilizer; calls as there; toxicity, %; measured here: cytotoxicity by cell density;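 0% = mean cell density of plate MIN control wells and 100% = no cells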
# Autophagy HCS cell loss 18 h = further read-out of Autophagy HCS, marked with its call; toxicity, %; measured here: cell loss, nuclei count;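 cell loss after 18 h compound exposure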
# Numbers without * were called inactive; i = inactive; / = no result given.
SMILES,MT stabilizer,MT stabilizer Hoechst-high %,MT stabilizer cytotoxicity %,Autophagy HCS,Autophagy HCS cell loss 18 h,Insulin prom up,Insulin prom up cell count,bCat nuc transl,bCat nuc transl cell count 5 µM,Hep lipid drop,Hep lipid drop cells 6.5 µM,Yfh1-depleted yeast,Dynein transport,Dynein transport cytoplasmic EGFP,Dynein transport nuclear GR-EGFP,Dynein transport cell count,HEK293 NOD2/NF-kB,WT yeast gro inh,WT yeast gro inh mutant strain
Cc1cc(N2CCOCC2)nc2ccc(NC(=O)CCC(=O)N3CCCC(C)C3)cc12 (stereo not drawn),4.4,2.8,8.8,i,6,-1.4,1293,0.7,1437,/,/,i,-0.63,-0.052,-0.26,1.2,-21%,20,-6
O=C(Nc1nc(-c2ccccc2)c(C(=O)c2ccccc2)s1)c1ccc(S(=O)(=O)N2CCCC2)cc1,4.8,4.5,0.8,i,4,0.4,1370,-1.4,1164,-18,655,i,0.81,-0.19,1.1,-1.4,16%,3,-1
COc1cc(/C=N/NC(=O)c2nc3ccccn3c2C)cc(OC)c1O,2.3,2.0,8.5,i,4,/,/,-1.1,1054,31,670,i,-0.68,-0.36,-0.2,0.86,-10%,-5,38
Cc1onc(-c2ccccc2)c1C(=O)N1CCN(Cc2ccc3c(c2)OCO3)CC1,1.0,2.1,6.7,i,-7,-0.58,1034,0.0,1543,-5,702,i,-1.3,-0.15,-0.93,-0.036,6%,-13,-5
Cn1cc(SCC(=O)Nc2nccs2)c2ccccc21,2.0,4.8,9.2,i,-3,0.31,2063,-1.5,1161,-42,553,i,-1,-0.28,-0.41,1,-48%,-1,11
O=C1CC(c2ccccc2)=Nc2ccccc2N1Cc1ccccc1,2.5,1.4,2.9,i,-4,-0.11,1224,-5.2,1138,-15,710,i,2.2,-0.11,1.3,-0.99,12%,34,5
Cc1cc(NC(=O)CN2C(=O)NC(C)(c3ccccc3)C2=O)no1 (stereo not drawn),2.3,1.3,6.4,i,-2,-0.92,940,-0.7,1189,10,764,i,4,0.072,2.6,-2.3,9%,0,4
CC(=O)Nc1ccc(OCC(O)Cn2cnc3ccccc32)cc1 (stereo not drawn),2.3,1.7,8.0,i,6,-0.37,1529,-0.7,1361,/,/,i,0.18,-0.23,-0.74,0.11,26%,-9,3
Cc1ccccc1/C=N/N=C1/NC(=O)CCS1,/,/,/,/,/,-0.45,1386,-0.6,1155,6,642,i,0.38,-0.19,0.069,-0.36,15%,/,/
C#CCOCCOCCOCCNc1nc(N2CCN(C(=O)[C@H](Cc3cc4ccccc4[nH]3)n3cc([C@@H](N)C(C)CC)nn3)CC2)nc(N2CCN(C(=O)[C@H](CCCCN)n3cc([C@@H](N)CC(C)C)nn3)CC2)n1 (stereo partly drawn),3.2,1.6,6.1,i,-13,-0.54,1425,0.0,1189,-2,663,i,-1,-0.3,-0.25,0.44,12%,-4,-11
Cc1nc(N)sc1N=Nc1c(C)n(C)n(-c2ccccc2)c1=O,/,/,/,/,/,-0.18,986,-1.4,1402,1,718,i,-0.75,-0.82,-0.71,0.73,11%,/,/
CC(=O)OCC(=O)[C@@]1(O)CC[C@H]2[C@@H]3CCC4=CC(=O)C=C[C@]4(C)[C@H]3[C@@H](O)C[C@@]21C,1.2,1.6,10,i,14,/,/,/,/,-1,719,i,0.024,-0.14,0.49,-1.2,18%,1,0
Cc1ccc(NC(=S)Nc2ccccn2)c(C)c1,/,/,/,/,/,-1.2,1317,1.2,1273,7,659,i,-0.64,-0.27,-0.32,0.36,-76%,/,/
COc1cc(OC)c(NC(=O)c2ccc3c(SCC(=O)O)c4c(nc3c2)CCCC4)cc1Cl,2.1,2.6,2.9,i,8,/,/,-5.0,1121,3,702,i,-1.5,-0.35,-0.76,0.71,16%,-11,-3
O=C1CC(N2CCN(CCc3ccccn3)CC2)C(=O)N1c1ccc(Cl)cc1 (stereo not drawn),1.8,1.6,4.7,i,-11,/,/,/,/,/,/,i,-0.64,-0.22,-0.29,0.84,9%,-13,11
CCSc1nnc(NC(=O)Cc2ccc(OC)c(S(=O)(=O)N3CCOCC3)c2)s1,4.6,2.5,11,i,-13,-0.17,1953,-1.4,1100,33,731,i,-0.83,-0.12,-0.19,0.093,10%,4,-1
COc1cccc(-n2cnc3sc4c(c3c2=O)CCC4)c1,2.0,2.0,3.5,i,17,0.67,1639,0.9,932,0,663,i,1.4,-0.3,1.1,-0.52,-8%,13,10
Cc1cc(C)c(S(=O)(=O)N2CCC(C(=O)NCc3ccco3)CC2)c(C)c1,1.7,1.7,8.1,i,26,-0.36,1187,5.3,1137,5,762,i,-0.64,-0.27,-0.17,0.54,2%,6,7
CCN(CC)CCOCCOC(=O)C(CC)(CC)c1ccccc1,/,/,/,/,/,-0.03,1052,0.2,1322,9,716,i,-0.4,-0.24,0.15,0.19,14%,/,/
CCCCOC(=O)Nc1ccc(C(C)C)cc1,3.1,1.9,2.3,i,-8,/,/,-3.1,591,-23,738,i,-0.61,-0.21,-0.065,0.31,14%,44,20

# Record cards, as listed above. Order of screens: MT stabilizer, MT stabilizer Hoechst-high %, MT stabilizer cytotoxicity %, Autophagy HCS, Autophagy HCS cell loss 18 h, Insulin prom up, Insulin prom up cell count, bCat nuc transl, bCat nuc transl cell count 5 µM, Hep lipid drop, Hep lipid drop cells 6.5 µM, Yfh1-depleted yeast, Dynein transport, Dynein transport cytoplasmic EGFP, Dynein transport nuclear GR-EGFP, Dynein transport cell count, HEK293 NOD2/NF-kB, WT yeast gro inh, WT yeast gro inh mutant strain
# Record of `Cc1cc(C)c(S(=O)(=O)N2CCC(C(=O)NCc3ccco3)CC2)c(C)c1` : 1.7, 1.7, 8.1, i, 26, -0.36, 1187, 5.3, 1137, 5, 762, i, -0.64, -0.27, -0.17, 0.54, 2%, 6, 7
# Record of `Cc1ccc(NC(=S)Nc2ccccn2)c(C)c1` : /, /, /, /, /, -1.2, 1317, 1.2, 1273, 7, 659, i, -0.64, -0.27, -0.32, 0.36, -76%, /, /
# Record of `CC(=O)OCC(=O)[C@@]1(O)CC[C@H]2[C@@H]3CCC4=CC(=O)C=C[C@]4(C)[C@H]3[C@@H](O)C[C@@]21C` : 1.2, 1.6, 10, i, 14, /, /, /, /, -1, 719, i, 0.024, -0.14, 0.49, -1.2, 18%, 1, 0
# Record of `CCSc1nnc(NC(=O)Cc2ccc(OC)c(S(=O)(=O)N3CCOCC3)c2)s1` : 4.6, 2.5, 11, i, -13, -0.17, 1953, -1.4, 1100, 33, 731, i, -0.83, -0.12, -0.19, 0.093, 10%, 4, -1
# Record of `Cc1nc(N)sc1N=Nc1c(C)n(C)n(-c2ccccc2)c1=O` : /, /, /, /, /, -0.18, 986, -1.4, 1402, 1, 718, i, -0.75, -0.82, -0.71, 0.73, 11%, /, /

# Next part:
SMILES,MT stabilizer,MT stabilizer Hoechst-high %,MT stabilizer cytotoxicity %,Autophagy HCS,Autophagy HCS cell loss 18 h,Insulin prom up,Insulin prom up cell count,bCat nuc transl,bCat nuc transl cell count 5 µM,Hep lipid drop,Hep lipid drop cells 6.5 µM,Yfh1-depleted yeast,Dynein transport,Dynein transport cytoplasmic EGFP,Dynein transport nuclear GR-EGFP,Dynein transport cell count,HEK293 NOD2/NF-kB,WT yeast gro inh,WT yeast gro inh mutant strain
CN(C)C(=O)N1CCCC(C(=O)NCc2cccs2)C1 (stereo not drawn),5.3,2.4,5.6,i,-6,-0.18,1061,-0.2,986,13,775,i,-0.42,-0.16,0.071,0.081,5%,-12,0
CC12C(=O)N(Cc3ccccc3)C(=O)C1C1C=CC2C1 (stereo not drawn),2.5,2.2,14,i,-53,-0.3,1171,-3.5,989,/,/,i,-0.64,-0.15,0.4,0.3,13%,1,2
Cc1cc(NC(=O)c2ccccc2)c(Cl)cc1N,/,/,/,/,/,0.13,955,-0.7,1330,5,803,i,-0.47,-0.21,0.36,-0.22,35%,/,/
Brc1cccc(-c2nnc3sc(CNC4CCCC4)cn23)c1,3.7,2.6,6.0,i,4,-0.18,883,/,/,/,/,i,-0.023,0.00069,0.21,-1.4,12%,15,5
COc1ccc(-n2c(Cc3cccn3C)nnc2SCC(=O)Nc2ccc(C)cc2)cc1,2.3,2.7,8.6,i,-8,0.97,1413,-2.5,1111,22,687,i,-1.1,-0.15,-0.16,0.67,14%,-11,12
Fc1cccc(/C=N/Nc2nc3ccccc3[nH]2)c1,0.2,3.5,8.6,i,-6,-0.78,1287,1.4,1121,-2,692,i,0.16,-0.0047,0.83,-1,-32%,12,0
CC(NC(=O)c1ccc(NS(C)(=O)=O)cc1)c1ccccc1 (stereo not drawn),3.7,2.2,9.2,i,-2,-0.41,1287,/,/,-17,571,i,-0.13,-0.26,-0.0088,0.21,6%,20,22
Cc1cc(C(=O)CN2C(=O)NC3(CCCCC3C)C2=O)c(C)n1Cc1cccs1 (stereo not drawn),2.0,2.8,1.5,i,-8,0.77,1331,-2.5,947,-1,648,i,-0.38,-0.29,-0.32,0.64,-92%,-17,-20
O=C(Nc1ccccc1F)c1ccccc1-c1ccccc1,3.5,1.7,3.4,i,-18,1.3,1642,-0.1,1035,-17,391,i,-0.45,-0.3,-0.42,0.85,8%,-8,14

# Screening data from PubChem.

# Not all compounds are listed, so the mix of outcomes need not match the whole.
